BRCA1 expr act – activators of BRCA1 expression; MCF7-BRCA1-FFLuc reporter, luminescence, 48 h; response scale: scaled: vehicle 0%, 10 µM genistein 100%; 380,000 compounds, 1.1% hits; Potency, µM (series often up to 46.1 µM), inactives show top-dose activation, most hits filed as activators; AID 624202; active means well fitted activation curve with a large enough effect; inconclusive means small, poorly fitted or top-dose-only effect; inactive means no such curve, though single readings can be large or run the other way; further: nearly all actives have a fitted effect of over 80% in size; some results filed as inactive show a strong effect at the top dose
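Compounds are tested at multiple concentrations on MCF7 BRCA1-luciferase reporter cells seeded at 2000 per well; after 48 h, a single luminescence end-point is taken and curves fitted to the normalized data.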
An asterisk follows results filed as active; ? = inconclusive; & = joins results of further samples; [ ] = remark or other dose. Potency means the concentration at half of the fitted maximal effect. The list is partial. The share of hits here may be higher or lower than overall.

cpd	mol	BRCA1 expr act
1	O=C(NC1CC1)c1ccc2nc([C@@H]3O[C@H](CO)[C@H](O)[C@H](O)[C@H]3O)[nH]c2c1	5%
2	O=c1cc(NC2CCCCC2)[nH]c(=O)[nH]1	4%
3	Cc1ccc(S(=O)(=O)NCN2C(=O)c3ccccc3C2=O)cc1	6%
4	CC1=C(C(=O)N(C)C)CC(CC(=O)NCc2cccc3ccccc23)C(=O)N1Cc1ccc(C(C)(C)C)cc1 (stereo unspecified)	-14%
5	COc1ccc(/C=N/NC(=O)c2cccs2)c2ccccc12	-28%
6	O=C(Nc1ccc2c(c1)OCCO2)C(c1cc2ccccc2o1)N1CCN(c2ccc(F)cc2)CC1 (stereo unspecified)	9%
7	Clc1cccc(Cc2c(-c3ccccc3)nc3ccc(Br)cn23)c1	40%
8	O=S1(=O)CC(N2CCN(c3ncccn3)CC2)CN1Cc1ccc(F)cc1 (stereo unspecified)	0%
9	COc1cc(C)c(NC(C)C(=O)c2c(C)[nH]c3ccccc23)cc1OC (stereo unspecified)	0%
10	O=C(NCc1ccncc1)Nc1ccc(Cc2ccc(NC(=O)NCc3ccncc3)cc2)cc1	-17%
11	CC1(Cc2ccc(OC(F)(F)F)cc2)C(=O)Nc2ccc(S(=O)(=O)NC3CCCCC3)cc21 (stereo unspecified)	-62%
12	C[C@H](CO)N1C[C@H](C)[C@@H](CN(C)C(=O)CC2CC2)Oc2cc(Br)ccc2S1(=O)=O	5%
13	Cc1cc(C([O-])=C(C(=S)Nc2ccc(F)cc2)[n+]2ccccc2)c(C)n1-c1ccc(F)cc1	-40%
14	CC(C)NC(=O)COC(=O)CNC(=O)C1CCCCC1	0%
15	CC1CCCC(NC(=O)COC(=O)C2=COCCO2)C1C (stereo unspecified)	-16%
16	O=C(CC[C@H]1O[C@@H](n2ccc(=O)[nH]c2=O)[C@H](O)[C@@H]1O)N[C@H](Cc1ccccc1)C(=O)NCc1ccco1	3%
17	COc1ccc(N2CCN(C(=S)NCCc3ccccc3)CC2)cc1	-9%
18	C=C1C(=O)OC2C1CCC(C)C1C=CC(=O)C12C (stereo unspecified)	-95%[inhibitor]
19	CCc1nc2ccc(C(=O)N(C)CCCN(C)C)cn2c1N(C)C(=O)C1CCCCC1	-9%
20	CCN(C(=O)COC(=O)CCCOc1ccc(Cl)cc1C)c1c(N)n(Cc2ccccc2)c(=O)[nH]c1=O	-46%
21	O=C(CN1CCN(CC(=O)c2ccccc2)CC1)c1ccccc1	3%
22	CS(=O)(=O)/C(C#N)=C/c1cccn1S(=O)(=O)c1cccc2ccccc12	-5%
23	COc1cccc(-c2cc3nc(-c4ccccc4)cc(N4CCN(C(=O)c5ccoc5)CC4)n3n2)c1	-25%
24	O=C(NCc1ccco1)C1Cc2ccccc2CN1S(=O)(=O)c1ccccc1F (stereo unspecified)	-1%
25	COc1cccc(C(C)(O)c2nc(-c3csc4ccccc34)cs2)c1 (stereo unspecified)	3%
26	CCCCCCCCN1C(=O)[C@H](CC(=O)NCCCOCCCC)C[C@@]2(C(=O)OCC)CCCC=C12	0%
27	OCCCNc1ncnc2c1ncn2[C@H]1CN(Cc2ccc3c(c2)OCO3)C[C@@H](CO)O1	9%
28	Cc1ccc(NC(=O)COc2ccc(C(=O)NCCc3ccccc3)cc2)cc1	0%
29	CCOC(=O)C(=Cc1ccc(N(C)C)cc1)C(=O)c1ccccc1	-5%
30	c1nnc(NCNc2nncs2)s1	22%
31	S=c1[nH]nc(COc2ccccc2)n1-c1ccc(Cl)cc1	-13%
32	O=[N+]([O-])c1ccc(C=NNC(=S)Nc2ccc(F)cc2)cc1	-2%
33	COc1cccc(C#Cc2ccc3c(c2)O[C@@H](CN(C)C(=O)c2ccccn2)[C@@H](C)CN([C@H](C)CO)S3(=O)=O)c1	-46%
34	CCOC(=O)C1(C)CCCN(C(=O)c2ccc(F)cc2Cl)C1 (stereo unspecified)	-4%
35	CC1C(=O)N(Cc2cn(CC3CCCCC3)nn2)CCS(=O)(=O)N1Cc1ccc(-c2cccc(CO)c2)cc1 (stereo unspecified)	-39%
36	Cc1cc2sc3ccc(C#CC4(O)CCCCC4)cc3c(=O)c2cc1C	-49%
37	NS(=O)(=O)c1ccc(NCc2cnc3ccccc3n2)cc1	-18%
38	CSc1ccc(C(O)c2ncc(-c3ccccc3F)[nH]2)cc1 (stereo unspecified)	24%
39	CCCNC(=O)c1cc2c(c(-c3cccc(-c4cc5ccccc5o4)c3)n1)[C@H](CCO)N(C(=O)NC(C)C)C2	-59%
40	O=C(c1cc(COc2cccc3cccnc23)on1)N1CCC[C@H]1CO	38%
41	O=C(NC(c1ccc(Cl)cc1)c1cnccn1)C1CCN(CCCOc2ccccc2)CC1 (stereo unspecified)	-6%
42	FC(F)(F)c1cc(Cl)c2nc(-c3ccccc3)c(Cc3cccc(Cl)c3)n2c1	17%
43	COc1ccc(C=CC(C)=NNC(=O)c2ccncc2)cc1	-31%
44	CC(C)CN(C(=O)COc1ccccc1C(=O)NCc1ccccc1)C1CCS(=O)(=O)C1 (stereo unspecified)	-6%
45	Cn1ccc2c(-c3cccc4ccccc34)cc3c(c21)C1CCC3C1 (stereo unspecified)	12%
46	Cc1cccc(C)c1-n1nnnc1C1c2ccccc2C(=O)N1CCc1ccc(O)cc1 (stereo unspecified)	0%
47	COc1cccc(COC(=O)CSCC(=O)Nc2ccc(C)cc2)c1OC	-7%
48	CCOC(=O)C1C(=O)NC(C(=O)OCC)(C(=O)OCC)C1CC (stereo unspecified)	-19%
49	CSc1ncccc1C(=O)N1CCC(C)(C(=O)O)C1 (stereo unspecified)	5%
50	CC1C(c2ccccc2)OCCN1C(=S)Nc1ccc(S(=O)(=O)N2CCCCC2)cc1 (stereo unspecified)	16%
51	CCc1nc2c(OCCOc3ccccc3)cccn2c1N(C)C(=O)c1ccccc1F	-7%
52	CN(C)c1ccc(/C=C/c2cc(/C=C/c3ccc(N(C)C)cc3)c3ccccc3n2)cc1	-4%
53	COC(=O)C[C@H]1C=C[C@@H](C(C(=O)OC)C(=O)OC)CN1C(C)=O	7%
54	COC(=O)C1=C(C(=O)OC)[C@@H]2N(C)c3ccc(OC)cc3[C@@]23C[C@@H](C(=O)OC)N(C(=O)CC(C)C)C3=N1	7%
55	CC(=O)Nc1ccc(S(=O)(=O)N(C)c2ccc(OCC(=O)NCCc3ccccc3F)cc2)cc1	-16%
56	O=C(O)c1c[nH]n2c(=S)ncnc12	6%

Continuation:
cpd	mol	BRCA1 expr act
57	CC(C)CC(N)c1csc(Nc2ccc(C(=O)N(C)Cc3ccccc3)cn2)n1 (stereo unspecified)	-36%
58	CC1(O)CC(C)(C)C(C#N)C(=O)N1 (stereo unspecified)	-16%
59	CN(C)CCNC(=O)C(=O)NCC1OCCN1S(=O)(=O)c1ccc(F)cc1 (stereo unspecified)	9%
60	C[C@H](c1ccccc1)N1C[C@H](COCc2ccccc2)Oc2cc(N3CCC[C@@H]3CO)ccc2S1(=O)=O	-43%
61	CCCNCC(=O)Nc1sc2c(c1C(=O)Nc1c(C)n(C)n(-c3ccccc3)c1=O)CCCC2	-3%
62	CCCc1c(-c2ccc(F)cc2F)ncn1Cc1ccccc1OC	0%
63	CC(C)[C@@H]1Cc2[nH]n(C)c(=O)c2[C@H](c2ccc(F)cc2)O1	7%
64	CCOC(=O)C1CCCN(C(=O)c2ccc(-c3ccccc3Cl)o2)C1 (stereo unspecified)	?
65	CCOC(=O)c1csc(NC(=O)CCS(=O)(=O)c2ccc(Cl)cc2)n1	-55%
66	Nc1nc(SCc2ccccc2)c2ncn(C3CCCCC3)c2n1	47%
67	CNC(=S)NNc1nc(-c2ccccc2)c2cc(Cl)ccc2n1	-17%
68	CC1=C(C(=O)N2CCCCCC2)CC(CC(=O)NCCN2CCOCC2)C(=O)N1Cc1ccc(F)cc1 (stereo unspecified)	11%
69	C[C@@H](NC(=O)[C@@H]1CCCN1C(=O)[C@@H]1CCCN1C(=O)c1cccs1)c1ccccc1	10%
70	Cc1ccc(CN(C)C[C@@H]2OCc3cnnn3CCCC(=O)N([C@H](C)CO)C[C@H]2C)cc1	4%
71	O=C(c1cccs1)N(Cc1ccco1)c1ccc(O)cc1	-4%
72	CNC(=S)NN=C(C)c1ccc(OC)cc1O	11%

Some of the entries so far, with each value named.
(68) CC1=C(C(=O)N2CCCCCC2)CC(CC(=O)NCCN2CCOCC2)C(=O)N1Cc1ccc(F)cc1 (stereo unspecified)
- BRCA1 expr act = 11%

(69) C[C@@H](NC(=O)[C@@H]1CCCN1C(=O)[C@@H]1CCCN1C(=O)c1cccs1)c1ccccc1
- BRCA1 expr act = 10%

(70) Cc1ccc(CN(C)C[C@@H]2OCc3cnnn3CCCC(=O)N([C@H](C)CO)C[C@H]2C)cc1
- BRCA1 expr act = 4%

Going on with the list.
cpd	mol	BRCA1 expr act
73	CC(C)C1C(=O)N(Cc2cn(CC3CCCCC3)nn2)CCS(=O)(=O)N1Cc1ccc(-c2cccc(CO)c2)cc1 (stereo unspecified)	-51%
74	CCOc1ccc(CCN2C(=O)C(=O)N([C@@H](Cc3ccc(O)cc3)CN3CCC[C@H]3CN3C(=O)C(=O)NC[C@@H]3Cc3ccc(O)cc3)C[C@@H]2Cc2ccc(O)cc2)cc1	6%
75	Cc1cccc(NC(=O)c2ncn3c2C(=O)NC[C@H]3C)c1	-8%
76	O=C(NCCCCO)c1c(-c2ccccc2)oc2c1C(OCCCCCO)CCC2 (stereo unspecified)	1%
77	O=C(NCc1ccccc1)C1=C[C@@H](c2ccc(C(F)(F)F)cc2)C[C@@H](OCCCCO)O1	-3%
78	Cc1ccc(Cn2c(C)c(C(=O)NCc3ccccc3C(F)(F)F)sc2=O)cc1	-17%
79	CCOC(=O)c1ccc(NC(=O)c2nc[nH]c2C(=O)N[C@H](C)CO)cc1	-11%
80	CC1=C(C(=O)N2CCOCC2)CC(CC(=O)NC2CCCC2)C(=O)N1Cc1ccc(C(C)(C)C)cc1 (stereo unspecified)	-1%
81	COc1ccc(C(=O)Nc2c(N)nc[nH]c2=O)cc1	2%
82	CC1=C(C(=O)N2CCCCCC2)CC(CC(=O)NCCCN(C)C)C(=O)N1Cc1ccccc1 (stereo unspecified)	18%
83	CCOC(=O)c1ccccc1NC(=O)Cn1cnc2c(cnn2-c2ccc(OC)cc2)c1=O	16%
84	CCOC(=O)C1=CCN(S(=O)(=O)c2ccccc2F)C1c1cccc(C)c1 (stereo unspecified)	0%
85	Brc1cccc(-c2nc3ccc(Br)cn3c2Cc2ccsc2)c1	18%
86	O=C(Cn1nnc(-c2ccc(Cl)cc2)n1)NC(=O)NC1CCCC1	2%
87	C[C@H](CO)N1C[C@H](C)[C@H](CN(C)Cc2ccccc2)Oc2ncc(Br)cc2C1=O	18%
88	Cn1cc(-c2ccc(C(=O)NCc3cccc(Cl)c3)c3occc23)cn1	0%
89	COc1ccc(/C=C/C(=O)OCC(=O)NC2CCCCCC2)cc1	1%
90	O=C(CN1CCOc2ccccc21)N1CCN(c2cccc(Cl)c2)CC1	-12%
91	O=C(NCCN1CCNCC1)c1ccccc1O	0%
92	O=C1NC[C@H](Cc2ccc(O)cc2)N(C[C@@H]2CCCN2C[C@H](Cc2ccc(O)cc2)N2C[C@H](Cc3ccccc3)N(CCc3ccccc3)C(=O)C2=O)C1=O	9%
93	OC(c1ccc(F)c(F)c1)c1nc(-c2ccc(F)c(Cl)c2)cs1 (stereo unspecified)	-3%
94	COc1ccccc1-c1cc2nc(-c3ccccc3)cc(N3CCN(C(=O)c4ccco4)CC3)n2n1	-65%
95	CN1CCC(C)(C(=O)Nc2cccc3c2CCCC3)C1 (stereo unspecified)	0%
96	COc1ccc(CCC(=O)Nc2ccc(S(=O)(=O)N3CCOCC3)cc2)cc1OC	-7%
97	S=c1[nH]cc(Oc2ccc(Cl)cc2Cl)c(=S)[nH]1	-39%
98	Cc1ccc(S(=O)(=O)N2C[C@H]3[C@H]4C(=O)N(c5ccccc5)C(=O)[C@H]4CC(=O)[C@H]3[C@@H]2c2ccc(Cl)cc2)cc1	9%
99	COc1ccc(S(=O)(=O)NCc2cccnc2)c(Cl)c1Cl	-13%
100	CC1(C(=O)Nc2cnc3ccccc3c2)CCN1Cc1ccccc1Cl (stereo unspecified)	-33%
101	COc1ccc(NC(=O)N(C)C[C@@H]2OCc3cnnn3CCCC(=O)N([C@@H](C)CO)C[C@H]2C)cc1	12%
102	C=CCNC(=O)c1cc2cc(Cl)ccc2nc1N	0%
103	CCCN(CCC)Cc1cc(=O)oc2cc(C)cc(C)c12	13%
104	Cc1ccc([C@H]2N[C@]3(CCCN(Cc4ccccc4)C3=O)[C@H]3C(=O)N(C)C(=O)[C@@H]23)cc1	8%

Arranged by heavy-atom count (high to low): some entries from above
cpd	mol	BRCA1 expr act
98	Cc1ccc(S(=O)(=O)N2C[C@H]3[C@H]4C(=O)N(c5ccccc5)C(=O)[C@H]4CC(=O)[C@H]3[C@@H]2c2ccc(Cl)cc2)cc1	9%
101	COc1ccc(NC(=O)N(C)C[C@@H]2OCc3cnnn3CCCC(=O)N([C@@H](C)CO)C[C@H]2C)cc1	12%
102	C=CCNC(=O)c1cc2cc(Cl)ccc2nc1N	0%

Additional entries follow:
cpd	mol	BRCA1 expr act
105	CC(C)(C)c1ccc(S(=O)(=O)N2CCN(c3nc(-c4cccs4)nc4ccccc34)CC2)cc1	0%&0%
106	CCC(c1ccc(O)c(O)c1)C(CC)c1ccc(O)c(O)c1 (stereo unspecified)	-72%
107	CCCCN(C(=O)CSCC(=O)Nc1ccc(OC)cc1)c1c(N)n(CC(C)C)c(=O)[nH]c1=O	-15%
108	COc1ccccc1-c1csc(C(NC(C)=O)c2ccccc2)n1 (stereo unspecified)	-8%
109	COc1ccc(-c2cc(NC=O)c3ncc(-c4ccc(C(C)=O)cc4)n3c2)cc1OC	-53%
110	C(=C\c1cnc2ccccc2n1)/c1ccc2c(c1)OCO2	-70%[inhibitor]
111	CC(=O)OC[C@@H]1CN(Cc2ccccc2)C[C@H](n2cnc3c(N4CCOCC4)ncnc32)O1	4%
112	COc1cccc(OC2(C)CCN(Cc3ccc(-c4ccccn4)cc3)C2)c1 (stereo unspecified)	7%

Screening results as filed in PubChem BioAssay.
